# Screening results: PubChem, several laboratories
# NSD2 inh = inhibitors of human histone methyltransferase NSD2. O96028. NSD2 peptide methylation, AlphaScreen, 120 min. inhibition, % at 12.5 µM. 310,000 compounds, 0.54% hits. AID 743445; in the data active = inhibition above about 50%
# PvdQ acylase = P. aeruginosa PvdQ acylase inhibition. inhibition, % at 10 µM. AID 488965. purified PvdQ acylase, fluorescence plate reader. 340,000 compounds, 0.063% hits; in the data active = inhibition above about 30%, passing the limit was not always enough;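 also: 0% = vehicle neutral wells and 100% = reference inhibitor wells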
# SR-BI uptake up = enhances SR-BI lipid uptake from DiI-HDL. CHO ldlA[mSR-BI] cells, DiI-HDL uptake fluorescence, 3 h; 100 = double the neutral-control signal. activation, % at 12.5 µM. 320,000 compounds, 0.096% hits;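 active = mean replicate activation of at least 60% and every replicate at or above 60%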;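 also: 0% = median plate neutral-control signal and 100% = twice that signal; values of inactives mirror those of a sister screen read the other way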
#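 Test system: SR-BI-overexpressing, LDLR-lacking CHO cells. Measured by: DiI fluorescence, bottom read. Medium: Ham's F12 with 0.5% BSA, HEPES 25 mM, pH 7.4. Timing: 3 h uptake period with compound, 37 °C.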
# DAGLB inh = blocks human DAGLB lipase activity; Q8NCG7; HEK293T DAGLB membrane lysate, EnzChek fluorogenic substrate; inhibition, % at 5.17 µM; 340,000 compounds, 0.059% hits; in the data active = inhibition above about 34%;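 also: 0% = enzyme with vehicle and 100% = wells lacking enzyme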
# PKA-R2B act = activators of human PKA-R2B complex. P22694+P31323. PKA-R2B holoenzyme dissociation, Cy5-IP20 fluorescence polarization; R2B truncated from residue 108, S112A mutant; 0% DMSO only, 100% 113 µM cGMP. activation, % at 11.4 µM. 340,000 compounds, 0.079% hits. AID 504700;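 active = activation above a cutoff set at the mean over all compounds plus 3 SD, cut at about 18% in these data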;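 also: higher means more holoenzyme dissociation and a rise in polarization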
# Target sequence (P31323 whole entry, looked up, other chains not shown, the tested form may be a part): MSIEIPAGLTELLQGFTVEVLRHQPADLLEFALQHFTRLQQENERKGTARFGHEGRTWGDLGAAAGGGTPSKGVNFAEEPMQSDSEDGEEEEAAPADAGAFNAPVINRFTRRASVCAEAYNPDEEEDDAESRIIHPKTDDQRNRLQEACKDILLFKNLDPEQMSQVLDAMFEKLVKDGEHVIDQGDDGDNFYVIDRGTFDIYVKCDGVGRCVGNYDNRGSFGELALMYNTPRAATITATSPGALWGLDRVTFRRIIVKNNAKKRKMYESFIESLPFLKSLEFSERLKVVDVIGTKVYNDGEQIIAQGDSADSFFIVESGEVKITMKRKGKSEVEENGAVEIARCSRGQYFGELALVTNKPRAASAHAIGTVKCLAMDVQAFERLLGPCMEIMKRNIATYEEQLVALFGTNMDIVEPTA
# SR-BI HDL uptake = blocks mouse SR-BI lipid uptake from DiI-HDL; Q61009; ldlA[mSR-BI] CHO cells, DiI-HDL uptake fluorescence, 3 h; inhibition, % at 12.5 µM; 320,000 compounds, 0.96% hits; AID 488896;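 active = mean replicate inhibition of at least 70% and a set share of replicates each scoring 70 or more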;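 also: 0% = median of neutral control wells and 100% = median of positive control wells; values of inactives mirror those of a sister screen read the other way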
# Keap1-Nrf2 PPI = inhibitors of human Keap1-Nrf2 protein-protein interaction; 340,000 compounds, 0.15% hits; Keap1 Kelch-Nrf2 peptide fluorescence polarization, 1536-well; AID 504523; inhibition, % at 9.4 µM; in the data active = inhibition above about 12%;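 also: human Keap1 Kelch domain with fluorescein labeled Nrf2 9mer peptide probe; 0% = neutral control wells and 100% = peptide positive control; higher means more block of Keap1 binding to Nrf2 peptide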
# Target sequence (Q14145 whole entry, looked up, the tested form may be a part): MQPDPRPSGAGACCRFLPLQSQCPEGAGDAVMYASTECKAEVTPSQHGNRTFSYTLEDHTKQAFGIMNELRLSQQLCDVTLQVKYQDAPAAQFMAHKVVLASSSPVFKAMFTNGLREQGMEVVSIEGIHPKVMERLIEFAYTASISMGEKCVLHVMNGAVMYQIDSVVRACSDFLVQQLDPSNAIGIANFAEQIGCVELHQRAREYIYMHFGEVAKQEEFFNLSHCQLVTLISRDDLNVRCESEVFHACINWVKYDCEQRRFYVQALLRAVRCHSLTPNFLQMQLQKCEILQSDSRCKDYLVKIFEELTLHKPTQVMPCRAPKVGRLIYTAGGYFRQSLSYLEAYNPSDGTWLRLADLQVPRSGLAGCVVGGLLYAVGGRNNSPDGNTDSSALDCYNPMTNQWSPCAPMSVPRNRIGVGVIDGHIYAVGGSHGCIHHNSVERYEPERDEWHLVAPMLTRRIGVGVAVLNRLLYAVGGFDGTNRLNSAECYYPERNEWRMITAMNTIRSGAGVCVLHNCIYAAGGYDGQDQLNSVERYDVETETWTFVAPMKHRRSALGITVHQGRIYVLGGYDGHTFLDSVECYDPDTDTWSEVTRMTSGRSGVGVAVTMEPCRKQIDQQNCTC
# LANA DNA inh = inhibitors of KSHV LANA C-terminal domain DNA binding. MBP-C-LANA/FAM-LBS DNA binding, fluorescence polarization. inhibition, % at 9 µM. 340,000 compounds, 0.078% hits. AID 504423;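 active = highest replicate inhibition at or above 60% at 9 µM, even if other replicates fall short; inactive = all replicates below 60% inhibition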;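 also: 0% = neutral control wells and 100% = 4 µM acridine orange control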
# Arr AP2 block = inhibitors of human beta-arrestin and AP2 interaction; FITC-arrestin peptide / GST-AP2 beads, flow cytometry; AP2 beta2 appendage carries R879A mutation; AID 504490; 340,000 compounds, 0.31% hits; inhibition, % at 10 µM;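 active = inhibition above a set limit, near 3 SD of compounds lacking own fluorescence, cut at about 54% in these data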;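 also: plate controls were DMSO wells for no effect and 5 µM unlabelled arrestin peptide for full effect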
#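 test system = AP2 appendage R879A on GSH beads | buffer or medium = PBS plus Tween 20 (0.05%) and BSA (0.1%) | incubation = 12 min plus 1 h, RT | detection = bead flow cytometry, FITC channel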
# Cardiac RTF inh = cardiac RTF calcium desensitization | P19429+P45379 | IANBD-labeled cardiac RTF, Ca2+ fluorescence | inhibition, % at 7.15 µM | 340,000 compounds, 0.12% hits;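 active = inhibition above the mean inhibition of all tested compounds plus 3 SD, cut at about 17% in these data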;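 also: assay run at fixed EC70 calcium of 1.6 mM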
# * = called active by the depositor; x = not tested or not shown.
# Every second line gives: SR-BI HDL uptake	SR-BI uptake up	Arr AP2 block	Keap1-Nrf2 PPI	Cardiac RTF inh	NSD2 inh	DAGLB inh	PvdQ acylase	LANA DNA inh	PKA-R2B act
- CC(=O)Nc1ccc(NC(=O)C(C)OC(=O)CNC(=O)c2ccc(-c3ccccc3)cc2)cc1 (centres undefined)
    -9	9	6	0	2	-2	1	-6	0.5	-14
- CCOc1ccc(CCNC(=O)c2nccnc2C(=O)O)cc1OCC
    -7	7	-3	-1	-7	-1	-1	-17	1.7	6
- CCC(=O)Oc1ccc2c(C)cc(=O)oc2c1C(=O)c1ccccc1
    -39	39	-2	0	3	4	-3	-10	-0.6	-3
- COc1ccc(CNC(=O)N[C@H](C(=O)O)C(C)C)cc1OC
    9	-5	2	1	-11	32	1	-6	-0.3	-3
- O=C(NC1CCCc2ccccc21)c1ccc(Cl)nc1 (centres undefined)
    x	x	25	-3	4	-1	1	3	-0.8	-11
- Cc1ccn2cc(CSc3ccccc3N)nc2c1
    0	0	13	2	4	2	-2	13	1.0	-3
- CCc1cccc(NC(=O)CCCN2C(=O)NC(C)(C)C2=O)c1
    -35	35	-5	1	-6	-3	-3	-2	0.3	1
- CCCN1CCN(CCCNC(=O)c2ccc3c(=O)n(CCc4ccccc4)c(=O)[nH]c3c2)CC1
    -6	6	-2	-2	-6	0	0	-14	1.5	1
- COc1ccc2oc(C(=O)NN3C(C)CCCC3C)c(C)c2c1 (centres undefined)
    25	-25	-14	-4	-3	-4	0	-5	0.3	-3
- COc1cccc(CC(=O)Nc2cccc3ccccc23)c1
    1	-1	3	4	-3	-5	1	0	1.2	-4
- CCOC(=O)CN1C(=O)N[C@@H](CCc2ccccc2)[C@H](C(=O)OC)[C@H]1C
    -32	32	-2	-2	-2	x	0	-1	-0.3	-7
- COc1cccc(C=Nc2cc(C)on2)c1O
    -8	8	0	0	-1	0	-2	-6	-1.5	11
- CSc1ncccc1C(=O)OCC(=O)Nc1ccc2c(c1)CCC2
    -2	2	12	2	2	-2	-10	7	-0.1	-12
- CC(Cc1ccccc1)=NNc1ccc([N+](=O)[O-])cc1[N+](=O)[O-]
    -3	3	-1	0	-18	2	1	-4	-1.5	5
- COc1cccc(CN2CCNC(=O)C2CC(=O)NCCc2cccc(C)n2)c1OC (centres undefined)
    -8	8	-5	-3	1	-1	1	-13	0.8	-1
- CN(Cc1ccccc1)S(=O)(=O)c1ccc(Cl)nc1
    11	-11	-2	-4	-15	0	-6	-17	-1.3	-6
- CCN(C(=O)Cc1c(C(=O)O)n(C)c2ccccc12)c1cc(OC)ccc1OC
    -17	17	13	-1	-7	9	2	-8	-1.8	10
- O=C(/C=C/c1ccc(Cl)cc1)N(Cc1ccccc1)c1ccccn1
    11	-11	-3	-1	-16	-4	-4	-11	-0.7	-1
- COc1ccc(NC(C)=O)cc1NC(=O)c1cccc(C(F)(F)F)c1
    16	-16	-2	2	-3	-1	-3	0	1.8	-4
- Cc1cccc(COc2ccc(S(=O)(=O)N3CCOCC3)cc2[N+](=O)[O-])c1
    30	-30	-15	x	-10	0	-4	-5	x	-11
- CCn1c(C)c(C)c2cc(C(=O)N3CCc4ccccc4C3)ccc21
    10	-10	-6	-3	-4	12	-4	4	0.0	-6
- CC1(C2CC2)NC(=O)N(CC(=O)Nc2ccc(Cl)c([N+](=O)[O-])c2)C1=O (centres undefined)
    -17	17	0	-2	1	1	3	-16	-0.3	5
- CCN(CC(=O)NCc1cccs1)C(=O)c1cccc(S(=O)(=O)NCc2ccccc2)c1
    18	-18	-4	-3	0	-1	-4	-14	-1.6	-7
- O=C(NCCc1ccccc1)c1cnn2c(C(F)F)cc(C3CC3)nc12
    37	-37	25	-2	1	-1	-13	9	0.2	-5
- Cc1nn(C)c(C)c1S(=O)(=O)N1CCCC(C(=O)N2CCN(c3ccc(Cl)cc3)CC2)C1 (centres undefined)
    51	-51	11	-2	-2	-3	0	-8	1.5	-4
- Cc1ccc(C(=O)NCCc2ccc(S(N)(=O)=O)cc2)cc1[N+](=O)[O-]
    24	-24	6	-5	-9	-2	1	-8	0.0	-7
- Cc1cc(Br)ccc1NC(=O)c1ccco1
    4	-4	8	0	-12	2	-1	-16	2.5	-3
- CC(=O)Nc1cccc(C(=O)/C=C/c2ccc(N(C)C)cc2)c1
    -21	21	-22	-37	-81	-3	-181	-8	6.0	11
- Cc1cccc(NC(=O)C2CCN(S(=O)(=O)c3cccc4nsnc34)CC2)n1
    16	-16	4	-1	-1	x	1	-5	0.1	-8
- Cc1ccc(C(=O)NCC(=O)Nc2ccccc2C(F)(F)F)cc1
    -5	5	-11	-4	-7	-1	-2	-20	-0.3	4

# Random excerpt: 2 records from the list, in no set order.
# Every second line gives: SR-BI HDL uptake	SR-BI uptake up	Arr AP2 block	Keap1-Nrf2 PPI	Cardiac RTF inh	NSD2 inh	DAGLB inh	PvdQ acylase	LANA DNA inh	PKA-R2B act
- CCN(CC(=O)NCc1cccs1)C(=O)c1cccc(S(=O)(=O)NCc2ccccc2)c1
    18	-18	-4	-3	0	-1	-4	-14	-1.6	-7
- CCC(=O)Oc1ccc2c(C)cc(=O)oc2c1C(=O)c1ccccc1
    -39	39	-2	0	3	4	-3	-10	-0.6	-3

# The results go on.
# Every second line gives: SR-BI HDL uptake	SR-BI uptake up	Arr AP2 block	Keap1-Nrf2 PPI	Cardiac RTF inh	NSD2 inh	DAGLB inh	PvdQ acylase	LANA DNA inh	PKA-R2B act
- Ic1ccc(N2CCN(Cc3c[nH]c4ncccc34)CC2)cc1
    -7	7	3	-3	7	x	3	-4	0.1	5
- O=C(c1ccc(S(=O)(=O)c2ccccc2)cc1)N1CCc2ccccc2C1
    11	-11	-46	0	-12	23	-5	-12	-2.1	1
- CCOC(=O)c1cc(-c2cccnc2)nn1-c1ccccc1
    11	-11	-9	-8	-13	-6	-2	9	-1.8	10
- O=C1c2ccccc2[C@@H]2CC(O)C(O)CCN12 (some centres undefined)
    -28	28	11	1	-5	x	1	-2	-0.6	4
- COc1cccc(/C=N/Nc2cc(Cl)nc(C)n2)c1O
    -6	6	9	3	-4	-1	-1	13	-0.1	3
- CCCN(Cc1ccccc1)C(=S)Nc1cccc(C)c1C
    -15	15	14	3	-1	-1	-2	3	2.0	-2
- CCSC1=NCCN1S(=O)(=O)c1ccccc1
    -2	2	2	1	-7	-4	0	-5	1.6	3
- CCN1C(C)=CC(=O)[C@@H](O)[C@H]1c1ccccc1Br
    x	x	-1	-4	-2	x	-1	-9	-0.1	-5
- COc1cc(CN2CCN(c3cccc(C)c3C)CC2)cc([N+](=O)[O-])c1O
    -8	8	-1	-1	-5	13	3	-1	-0.4	-7
- CCCOc1ccc(/C=N\NC(=O)CCc2n[nH]c(=O)[nH]c2=O)cc1OC
    -7	7	-6	-5	-3	0	2	-8	-0.5	-8
- CC(=O)Nc1ccc(NC(=O)CN(C)S(=O)(=O)c2ccc3ccccc3c2)cc1
    8	x	1	4	-1	-2	2	-2	0.9	-5
- Cc1cc(C)c(C(=O)N2CCCC(CNC(=O)C3(c4ccc(Cl)cc4)CC3)C2)c(=O)[nH]1 (centres undefined)
    -32	32	-12	1	0	0	1	-1	0.8	-17
- CN(Cc1nc2ccccc2c(=O)[nH]1)C(=O)c1cccc(S(=O)(=O)N2CCCC2)c1
    -11	11	-2	-5	0	-2	-1	-14	0.2	-11
- COc1nccc(-c2ccc(F)cc2)c1C#N
    -1	1	2	-4	3	-3	-4	-8	-0.2	4
- CCC(C(=O)N1CCCC1)n1nc(C)c2c(C)n(-c3ccccc3)nc2c1=O (centres undefined)
    6	-6	16	-5	-4	-2	-3	-8	-0.6	8
- N#C/C(=C(/O)CCl)c1nc2c(s1)CCc1ccccc1-2
    9	-9	9	0	5	12	3	8	-0.2	-12
- Cc1ncoc1C(=O)N1CCCC(C(=O)c2ccc(Oc3ccccc3)cc2)C1 (centres undefined)
    -9	9	-3	3	8	5	-1	1	0.5	7
- COc1cc(-c2ccc(NC(=O)c3ccc(C)cc3)c(OC)c2)ccc1NC(=O)c1ccc(C)cc1
    66	-66	13	2	1	x	0	8	0.6	8
- COc1ccccc1NC(=O)c1cc(S(=O)(=O)N2CCc3ccccc32)ccc1F
    -1	1	2	-3	-15	-2	0	-13	-0.1	-10
- O=C(c1ccccn1)N(Cc1ccco1)C1(C(=O)NC2CCCC2)CCCCC1
    -39	39	3	0	-2	-2	-1	2	0.5	-10
- COc1ccc2[nH]c3c(=O)n(/N=C/[C@H]4C(C)C=C(C)CC4C)c(=O)[nH]c3c2c1 (some centres undefined)
    43	-17	-8	-4	-9	x	-1	-14	-0.9	1
- Cc1ccc(C(=O)Nc2ccn(C)n2)cc1
    -17	17	-16	-1	-3	0	-1	-8	0.5	-5
- CCOc1ccc(NC(=S)N2CCC(c3ccc(C)cc3)C2)cc1 (centres undefined)
    12	-12	-4	-1	-2	-1	-3	-16	-1.8	0
- CCN1CCN(C(=O)NC2CC(=O)N(c3ccc(OC)cc3)C2)CC1 (centres undefined)
    x	x	20	1	-5	x	-2	-8	-2.1	10
- CN(Cc1ccccc1NS(=O)(=O)c1ccc2ccccc2c1)C1CCCCC1
    -10	10	x	-1	-9	-5	-4	-9	-0.1	1
- Cc1ccc2nc(N3CCN(Cc4nnnn4Cc4ccccc4)CC3)c(C#N)cc2c1
    -7	7	1	-2	3	x	-5	-1	0.4	-4
- CCOC(=O)c1cccc(C(=O)OCC)n1
    3	22	-6	-1	-11	-4	2	-12	-0.1	-2
- NS(=O)(=O)c1ccc(CCNC(=O)Cc2c[nH]c3ccccc23)cc1
    0	0	3	-8	10	-1	-1	-6	1.7	-1
- CC(NC(=O)CCNS(=O)(=O)c1ccc2c(c1)oc(=O)n2C)c1ccccc1 (centres undefined)
    2	-2	5	0	-1	7	2	-11	0.6	4
- O=C(NCCS(=O)(=O)N1CCN(c2ccccc2F)CC1)c1ccco1
    -33	33	-12	-2	-31	0	1	-16	2.0	-2
- CC(=O)Oc1ccc(N2C(=O)C3C4C=CC(CO)(O4)C3C2=O)cc1 (centres undefined)
    -20	19	-15	0	-11	-1	-4	-17	-0.7	-7
- CCC(=O)c1ccc(OC(=O)/C=C/c2cc(OC)c(OC)c(OC)c2)cc1
    49	-49	-1	-2	-24	-4	-4	-6	-0.4	8
- S=C(NCc1ccncc1)Nc1ccc(Br)cc1Cl
    20	-20	13	-6	1	2	0	-5	1.6	-8
- CC(=O)c1cccc(NC(=S)NC2CC2)c1
    -20	20	-5	1	-12	x	2	-13	2.2	-6
- COc1ccc(C(=O)N2CCCC(CCC(=O)NCc3ccc(F)c(F)c3)C2)cc1F (centres undefined)
    8	-8	2	-2	-2	1	-2	-9	-1.0	-5
- CN(c1ccc(C(=O)NC2CCCC2)cc1)S(=O)(=O)c1ccc(Cl)cc1
    47	-47	3	-2	-5	-2	-6	7	1.9	-1
- COC(=O)[C@]1(C)N[C@H](CN(C)C(C)=O)[C@@H]2C(=O)N(Cc3ccccc3)C(=O)[C@@H]21
    3	-3	7	0	-7	x	-2	-16	0.6	13
- Cc1ccc(-c2csc3ncn(-n4c(C)ccc4C)c(=O)c23)o1
    8	-8	10	-5	-12	-1	-1	-6	0.4	-2
